Sm TGR inh = blocks Schistosoma mansoni thioredoxin glutathione reductase; Potency, µM (highest dose often 114 µM), for inactives: at the highest dose activity change, negative = inhibition, most hits filed as inhibitors; purified TGR, DTNB reduction, TNB absorbance 405 nm; actives 3% (n = 360,000); Q962Y6; also: potency is read from the fitted curve at half-maximal effect; nearly all actives have a fitted effect of over 60% in size
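TGR 20 nM + NADPH 100 uM (dispensed conc.), cpd preinc 15 min RT; start with NADPH (500 uM addition) then DTNB (15 mM addition). Kinetic TNB absorbance, 405 nm filter. Four-parameter Hill fit across titration.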
AmpC no deterg = inhibitors of E. coli AmpC beta-lactamase without detergent | P00811 | AmpC nitrocefin hydrolysis, absorbance 480 nm, 0.0001% Triton | Potency, µM (top dose mostly 57.1 µM), for the others: top-dose activity change, negative = inhibition, usual class: inhibitors | actives 0.52% (n = 330,000) | AID 485341;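 also: potency is read from the fitted curve at half-maximal effect; plate controls were no compound for no effect and no enzyme for full effect; nearly all actives have a fitted effect of over 20% in size; some results filed as inactive show a strong effect at the top dose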
Target sequence (P00811 whole entry, looked up): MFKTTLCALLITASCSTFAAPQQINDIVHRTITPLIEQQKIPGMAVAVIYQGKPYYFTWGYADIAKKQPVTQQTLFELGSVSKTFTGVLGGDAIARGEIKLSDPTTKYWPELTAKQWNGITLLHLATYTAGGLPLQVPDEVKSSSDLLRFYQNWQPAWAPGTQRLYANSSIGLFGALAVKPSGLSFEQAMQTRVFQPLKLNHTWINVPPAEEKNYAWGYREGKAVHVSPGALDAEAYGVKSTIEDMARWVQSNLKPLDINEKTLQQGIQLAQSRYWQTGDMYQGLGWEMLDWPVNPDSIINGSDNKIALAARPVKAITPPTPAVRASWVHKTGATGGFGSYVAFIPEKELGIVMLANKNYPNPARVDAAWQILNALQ
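AmpC (5.3 nM in the dispensed reagent) in 20 mM phosphate pH 7.0 with 0.01% (detergent screen) or 0.0001% Triton X-100 was preincubated with compounds for 15 min at room temperature. Nitrocefin was then added from an 800 uM solution, and hydrolysis was followed at 480 nm.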
AMA1-RON2 inh = AMA1-RON2 (P. falciparum) interaction inhibition; AlphaScreen AMA1-biotinylated RON2 peptide binding; Potency, µM (titrated, usually from 58.2 µM), inactives show top-dose activity change, negative = inhibition, most hits filed as inhibitors; actives 0.2% (n = 360,000); AID 720542;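 also: potency is read from the fitted curve at half-maximal effect; 0% = vehicle wells and -100% = peptide control; nearly all actives have a fitted effect of over 45% in size; some results filed as inactive show a strong effect at the top dose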
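AMA1 (3D7) with his tag at 25 nM final met compounds first, then biotinylated RON2 peptide at 25 nM; detection used donor plus acceptor beads, 10 µg/mL apiece, read by AlphaScreen after 30 min at room temperature.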
Tb PYK inh = T. brucei pyruvate kinase inhibition | Q57TT1 | TbPYK enzyme, Kinase-Glo Plus ATP luminescence, 45 min | Potency, µM (series often up to 76.8 µM), for inactives: at the top dose activity, negative = inhibition, actives largely listed as inhibitors | AID 624173 | actives 0.12% (n = 410,000); also: potency is read from the fitted curve at half-maximal effect; nearly all actives have a fitted effect of over 50% in size
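Enzyme and substrate buffer are dispensed first and compound is pin-transferred. ADP at 130 uM final then starts the reaction, which runs 45 min at room temperature. Detection reagent is added for 10 min before luminescence is imaged.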
LmPK inhibitor = inhibitors of Leishmania mexicana pyruvate kinase; Q27686; purified LmPK, Kinase-Glo ATP luminescence, 1 h; Potency, µM (top dose mostly 57.5 µM), inactives show top-dose activity change, negative = inhibition, usual class: inhibitors; actives 0.37% (n = 290,000); also: potency is read from the fitted curve at half-maximal effect
Target sequence (Q27686 whole entry, looked up): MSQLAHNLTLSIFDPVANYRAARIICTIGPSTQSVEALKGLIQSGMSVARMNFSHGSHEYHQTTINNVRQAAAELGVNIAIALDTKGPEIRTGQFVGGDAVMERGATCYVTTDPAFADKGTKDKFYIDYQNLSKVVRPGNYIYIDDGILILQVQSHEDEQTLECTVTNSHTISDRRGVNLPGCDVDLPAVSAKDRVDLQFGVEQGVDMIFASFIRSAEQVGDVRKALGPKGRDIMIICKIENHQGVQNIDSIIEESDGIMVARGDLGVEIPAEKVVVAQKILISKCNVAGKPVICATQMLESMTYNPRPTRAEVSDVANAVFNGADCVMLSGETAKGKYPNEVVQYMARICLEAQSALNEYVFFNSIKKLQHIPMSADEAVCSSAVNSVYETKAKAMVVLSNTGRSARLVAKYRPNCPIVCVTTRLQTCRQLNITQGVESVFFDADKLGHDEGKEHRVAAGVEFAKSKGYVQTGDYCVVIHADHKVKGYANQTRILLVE
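0.1 nM LmPK, 0.5 mM PEP, 0.1 mM ADP; 50 mM imidazole pH 7.2, 7 mM MgCl2, 50 mM KCl; 1 h RT. Kinase-Glo luminescence readout, normalized to no-enzyme (full inhibition) and uninhibited wells.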
HCMV inh = inhibitors of human cytomegalovirus | HFF cells, HCMV-luciferase reporter, 72 h; hits give low values | activity change, negative = inhibition, % at 57.5 µM | actives 4.5% (n = 410,000); in the data active = activity change below about -60%; inconclusive = no clear call, values can overlap the other calls; inactive = above about -39%
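HFF cells seeded 16 h at 37C, treated with compounds, infected with luciferase-reporter HCMV at MOI 1 PFU/cell; luciferase read at 72 h post infection, normalized to buffer-only and Salinomycin controls.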
AmpC inh detg = blocks E. coli AmpC beta-lactamase in detergent assay; Potency, µM (titrated, usually from 114 µM), inactives show at the highest dose activity change, negative = inhibition, hits mostly inhibitors; P00811; actives 0.041% (n = 370,000); AmpC hydrolysis of nitrocefin, absorbance 480 nm, 0.01% Triton;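 also: potency is read from the fitted curve at half-maximal effect; 0% = no-compound wells and -100% = no-enzyme wells; nearly all actives have a fitted effect of over 25% in size; some results filed as inactive show a strong effect at the top dose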
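20 mM phosphate pH 7.0 + 0.01% (detergent screen) or 0.0001% Triton X-100; 5.3 nM AmpC reagent; cpd preinc 15 min RT; nitrocefin (800 uM stock) to start; A480 q20 s × 4 min; Activity was normalised to no-enzyme and no-compound control wells.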
An asterisk follows results filed as active; ? = inconclusive; nt = no result given; & = joins results of further samples; [ ] = dose if it differs, or a comment. Unless noted, calls follow the shape of the dose curve; as a rule, active = well fitted curve in the direction sought with a large enough effect; inconclusive = small, poorly fitted or top-dose-only effect, or another doubt; inactive = no such curve, though single readings can be large; an effect the other way counts as inactive or inconclusive. Unless noted, % is scaled to controls: 0 for no effect and ±100 for the full control effect.

Each structure is followed by: Sm TGR inh	AmpC no deterg	Tb PYK inh	AmpC inh detg	AMA1-RON2 inh	HCMV inh	LmPK inhibitor
CCn1c(C(C)NC(=O)c2cccs2)n[nH]c1=S (stereo not given)
  -1%	-13%	-14%	1%	11%	14	5%
COc1ccccc1N1CC(C(=O)Nc2nnc(SCC(=O)NC(C)C)s2)CC1=O (stereo not given)
  -26%	-13%	-23%	-2%	-9%	45	-2%
CCOc1ccc(S(=O)(=O)Nc2cccc(OC)c2)cc1
  0%	-11%	-6%	-3%	6%	?	6%
O=C(Nc1ccc(S(=O)(=O)NCc2ccccc2)cc1)C1CCCCC1
  -1%	-29%	-3%	-2%	-3%	0	2%
CCOC(=O)N1CCC(=NNC(=O)COc2ccc(C#N)cc2)CC1
  0%	-19%	0%	-12%	41%[activator]	11	-1%
CCOC(=O)C1=CN(Cc2cccc(F)c2)S(=O)(=O)NC1c1cccc(OC)c1 (stereo not given)
  nt	-32%	-10%	nt	16%	-22	nt
O=[N+]([O-])c1cc(CS(=O)(=O)Oc2ccc(Cl)cc2)c(O)c([N+](=O)[O-])c1
  nt	nt	2%	nt	-26%	22	nt
Fc1ccccc1N1CCN(Cc2cnc(Cl)s2)CC1
  ?	-38%	-8%	?	-12%	41	3%
Cc1cccc(NC2=CC(=O)OC(C)C2)c1 (stereo not given)
  0%	1%	2%	-3%	6%	47	1%
COC(=O)[C@@]1(Cc2ccc(F)cc2)[C@@H]2[C@@H](CC(=O)[C@H]2CC(=O)C(=O)N(C)C)CN1C(=O)c1ccccc1
  -17%	266%[activator]	-4%	?	17%	nt	2%
Cc1nn(C)cc1S(=O)(=O)Nc1ccc(C(F)(F)F)cc1
  1%	-2%	-6%	-2%	-4%	-7	-9%
C=C(C)COc1ccc(-c2[nH]ncc2-c2ccc(Br)cc2)c(O)c1
  0%	-53%	4%	-20%	11%	-94*	2%
COc1ccc(C)cc1NC(=S)NC(C)c1ccc(OC)c(OC)c1 (stereo not given)
  15%	-19%	-3%	-5%	14%	?	4%
Cc1ccc2nc3c(cc(S(=O)(=O)c4ccccc4)c(=N)n3Cc3ccco3)c(=O)n2c1
  4%	46%	1%	1%	-1%	47	-1%
CCCCN(C(=O)CN(C)CC(=O)Nc1cccc(OC)c1)c1c(N)n(CCCC)c(=O)[nH]c1=O
  nt	36%	4%	nt	22%	-6	nt
Cc1ccc(NC(=O)c2cccc(F)c2)cc1S(=O)(=O)N1CCCCCC1
  -5%	-45%	1%	-1%	-18%	-35	-2%
Cc1ccc(S(=O)(=O)CC(=O)N2CCN(c3cccc(C(F)(F)F)c3)CC2)cc1
  0%	62%[activator]	1%	2%	4%	6	6%
Cc1nn(CC(=O)NNC(=O)c2cccc(Br)c2)c(C)c1[N+](=O)[O-]
  -4%	-15%	2%	3%	27%	18	-1%
Cc1cc(C(=O)OCC(=O)NCc2ccco2)c(C)n1-c1ccccc1
  -17%	-12%	-6%	?	2%	-27	2%
COCCN(C(=O)COC(=O)/C=C/c1cccs1)c1c(N)n(Cc2ccccc2)c(=O)[nH]c1=O
  5%	2%	-3%	-12%	4%	-19	nt
Cc1ccccc1Nc1nc(-c2cccc(Cl)c2)c2c(n1)-c1ccccc1OC2
  -12%	nt	-4%	-10%	nt	-18	nt
CN(C)c1ccc(C(=S)N2CCN(Cc3ccccc3)CC2)cc1
  3%	17%	?	0%	?	?	9%
CCc1ccc(CN(C)C(=O)CC2C(=O)NCCN2Cc2ccoc2)cc1 (stereo not given)
  18µM*	39%	-2%	6%	1%	-38	-3%
COc1cccc(CNc2nc3ccccc3n2CCN2CCCCC2)c1OC
  -15%	12%	6%	-2%	9%	66	6%
COc1cc(NCCCn2cnc3c(OC)ncnc32)cc(OC)c1OC
  nt	nt	6%	nt	-4%	-4	nt
NC(=O)c1ccccc1OCC(=O)Nc1cccnc1Cl
  0%	-9%	-15%	?	6%	8	nt
CC(=O)N1c2ccccc2CCc2ccc(N)cc21
  -30%	5%	-1%	?	?	44	-1%
O=C(Nc1ccccc1)/C(=C/c1cccnc1)NC(=O)c1ccco1
  4%	-21%	2%	2%	7%	-40	-2%
COc1ccc(NC(=O)Nc2ccccc2C(N)=O)cc1OC
  2%	nt	3%	-10%	-2%	32	?
O=C(Nc1ccc2snnc2c1)N1CCN(c2ccccc2)CC1
  -1%	-21%	0%	-4%	12%	-12	1%
Cn1cccc1/C=N\NC(=O)c1cncc(Br)c1
  -1%	-20%	-3%	-2%	49%[activator]	?	-6%
CCCCCCCCN1[C@@H](CC(=O)OCC)c2cc(C(F)(F)F)ccc2S1(=O)=O
  nt	nt	1%	nt	34%[activator]	17	nt
CC(OC(=O)C1=Cc2ccccc2OC1)C(=O)NC(C)(C)C (stereo not given)
  6%	-15%	1%	-4%	3%	64	4%
NC(=NCCc1ccc(Cl)cc1)NS(=O)(=O)c1ccccc1
  -13%	-29%	3%	4%	16%	-34	-5%
COc1ccc(NC(=O)CN2CCC(C)CC2)c([N+](=O)[O-])c1
  -18%	14%	-4%	?	-15%	-35	0%
CC1(c2ccccc2)NC(=O)N(CC(=O)Nc2ccc(C(N)=O)cc2)C1=O (stereo not given)
  13%	115%[activator]	1%	-8%	-2%	-62*	-2%
Cc1sc2nc(CSc3cccc(C(F)(F)F)c3)[nH]c(=O)c2c1C
  -6%	-17%	-8%	?	-3%	-37	0%
O=C(OCn1nnc2ccccc2c1=O)c1ccc(N2CCOCC2)c([N+](=O)[O-])c1
  -9%	56%	-3%	-17%	5%[2.32 µM]	-5	-5%
CN(CC(=O)Nc1ccc(F)c(F)c1F)C(=O)c1cc(-c2ccncc2)nc2ccccc12
  -5%	45%	1%	-14%	12%	-13	nt
CCOc1ccc(C(C)=O)cc1CSc1nc2nc(C)cc(C)n2n1
  1%	14%	-4%	0%	-5%	25	-5%
Cc1cccc(OCc2nc(-c3nonc3N)no2)c1C
  13%	-12%	7%	1%	36%[activator]	60	4%
O=C(O)CC1S/C(=N/N=C/c2ccc(Br)cc2)N(c2ccccc2)C1=O (stereo not given)
  8%	-27%	0%	-9%	-2%	-15	9%
CCCN(CCC)C(=O)c1cc2c(=O)n3cccc(C)c3nc2n1C
  ?	nt	2%	1%	nt	-30	nt
COc1ccccc1NC(=O)N(C)C[C@H]1Oc2cc(Br)ccc2S(=O)(=O)N([C@H](C)CO)C[C@H]1C
  nt	nt	3%	nt	10%	-1	nt
CCOc1ccc(OCCOC(=O)CN2C(=O)NC3(CCCC3)C2=O)cc1
  -5%	-1%	1%	0%	-1%	18	nt
Cc1nnc(NC(=O)CSc2nnc(CNC(=O)C34CC5CC(CC(C5)C3)C4)n2C2CCCCC2)s1
  -2%	9%	-3%	-15%	0%	24	3%
Cc1ccc(NCc2nnc(SCC(=O)NNC(=O)Cc3ccccc3)n2C)cc1
  6%	-7%	6%	-13%	85%[activator]	-30	2%
COc1ccccc1CNC(=O)CNCCc1ccc(OC)c(OC)c1
  -36%	-12%	0%	?	-27%	25	-2%
Cc1ccc2c(c1)C1CN(C)CCC1N2S(=O)(=O)c1cccc(F)c1 (stereo not given)
  8%	0%	-1%	-17%	-8%[11.6 µM]	98	nt
COc1ccc(C)cc1NS(=O)(=O)c1c(C(=O)N2CCC(C)CC2)c(C)n(C)c1C
  2%	nt	2%	7%	nt	6	nt
CCC(CC)C(=O)Nc1cc(OC)c(OC)cc1C(=O)O
  -3%	-24%	-12%	-15%	12%	6	-1%
CC1(C)Cc2c(c(N3CCCC3)nc3sc(C(=O)Nc4ccccc4)c(N)c23)CO1
  4%	46%	-15%	1%	5%	3	-4%
CC1Cc2cc(S(=O)(=O)N3CCCCC3)ccc2N1C(=O)C1CCC1 (stereo not given)
  -9%	27%	-2%	1%	-5%	26	-1%
Cc1c(C#N)c(NC(=O)CCl)n(Cc2cccs2)c1C
  4µM*	-18%	0%	-14%	-5%	-93*	12%
O=C(COC(=O)CCc1nc2ccccc2c(=O)[nH]1)Nc1c(Cl)cccc1C(F)(F)F
  9%	-23%	6%	1%	-1%	4	nt
COc1ccc2oc(=O)c(C(=O)NC(C)c3ccccc3)cc2c1 (stereo not given)
  -9%	9%	0%	5%	5%	-23	-6%
CCC(Oc1ccccc1)C(=O)Nc1ccccc1OC (stereo not given)
  6%	-8%	1%	1%	-4%	-21	-3%
Cc1nnc(NC(=O)c2nc(S(=O)(=O)Cc3ccccc3)ncc2Cl)s1
  22µM*	-35%	-9%&-1%	8%&5%	60%[activator]	-110*	0%
COc1ccc(NC(=O)CCCn2cnc3ccccc3c2=O)c(OC)c1
  -18%	-3%	-7%	-11%	-6%	nt	6%
CC1Cc2cc(S(=O)(=O)CCC(=O)NCc3ccc(Cl)cc3)ccc2N1C(=O)C1CC1 (stereo not given)
  2%	nt	5%	11%	nt	5	nt

The list goes on.
Each structure is followed by: Sm TGR inh	AmpC no deterg	Tb PYK inh	AmpC inh detg	AMA1-RON2 inh	HCMV inh	LmPK inhibitor
OC(CNCCc1c[nH]c2ccccc12)c1ccccc1 (stereo not given)
  -32%	-31%	-3%	-11%	-27%	-6	-5%
COc1ccc(S(=O)(=O)N(CC(=O)Nc2cccnc2)c2ccc(C)cc2)cc1OC
  ?	nt	-19%	11%	nt	16	nt
Cc1ccnc(NS(=O)(=O)c2ccc(NC(=O)C3CC=CCC3C(=O)O)cc2)n1 (stereo not given)
  nt	-6%	-3%	0%	2%	?	-3%
CC1=NN(C(=O)c2ccc(Cn3nc(C)c(Br)c3C)cc2)C(O)(C(F)(F)F)C1 (stereo not given)
  5%	35%	-6%	?	4%	-16	6%
O=C(Nc1nc2ccc(F)cc2s1)c1cccs1
  2%	-31%	-2%	3%	-7%	40	-30%
O=C(Nc1ccc(Cl)cc1F)c1cnc2sc(N3CCOCC3)nn2c1=O
  0%	nt	1%	16%	nt	9	nt

Compounds from the list above with a cyano group (two):
Each structure is followed by: Sm TGR inh	AmpC no deterg	Tb PYK inh	AmpC inh detg	AMA1-RON2 inh	HCMV inh	LmPK inhibitor
CCOC(=O)N1CCC(=NNC(=O)COc2ccc(C#N)cc2)CC1
  0%	-19%	0%	-12%	41%[activator]	11	-1%
Cc1c(C#N)c(NC(=O)CCl)n(Cc2cccs2)c1C
  4µM*	-18%	0%	-14%	-5%	-93*	12%
